Vc quorum ag = induces V. cholerae light production without autoinducers; AID 588436; V. cholerae BH1578 lux reporter, luminescence, 6 h; activation, % at 18.7 µM; 0.16% of 350,000 active; in the data active = activation mostly above about 9.7%, no sharp cut-off; note: not every result past the cut was called active; inactives centre near 0; reference of the scale not given here
MazF activator = increases E. coli MazEF RNase cleavage of RNA; FAM/BHQ RNA-DNA oligo cleavage fluorescence, 5 h; activation, % at 20 µM; P0AE70; 0.32% of 350,000 active; in the data active = activation above about 50%
Target sequence (P0AE70 whole entry, looked up): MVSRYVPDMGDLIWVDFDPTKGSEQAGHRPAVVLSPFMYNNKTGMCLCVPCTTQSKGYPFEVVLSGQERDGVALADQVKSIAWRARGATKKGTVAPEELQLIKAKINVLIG
TcdB GH inh = blocks C. difficile toxin B glycohydrolase activity; TcdB glycohydrolase enzymatic assay, plate reader; AID 652162; P18177; inhibition, % at 9.99 µM; 0.24% of 350,000 active; in the data active = inhibition above about 10%
VHR inh abs = blocks human VHR1 dual specificity phosphatase; P51452; recombinant VHR phosphatase, pNPP absorbance; inhibition, % at 13.3 µM; 0.52% of 290,000 active; in the data active = inhibition above about 50%; note: some compounds called inactive have numbers as strong as hits
Target sequence (P51452 whole entry, looked up): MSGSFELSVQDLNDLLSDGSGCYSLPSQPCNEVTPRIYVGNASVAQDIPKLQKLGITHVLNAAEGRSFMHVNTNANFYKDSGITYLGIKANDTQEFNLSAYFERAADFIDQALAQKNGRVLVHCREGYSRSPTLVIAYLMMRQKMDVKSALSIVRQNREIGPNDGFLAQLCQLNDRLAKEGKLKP
CCHFV vOTU inh = CCHFV vOTU protease inhibition; inhibition, % at 11.5 µM; Pep-AMC fluorescence; 0.55% of 370,000 active; in the data active = inhibition above about 30%; note: 0% = vehicle wells with enzyme and 100% = no enzyme wells
PrPC surface inh = inhibitors of human cell surface prion protein PrPC | TR-FRET read-out | inhibition, % at 13.8 µM | 0.43% of 370,000 active; in the data active = inhibition above about 24%; note: 0% = median of the test wells and 100% = reference compound wells
PriA SSB inh = K. pneumoniae PriA-SSBct interaction inhibition. 0.6% of 430,000 active. inhibition, % at 33 µM. AID 1272365. AlphaScreen SSBct-PriA binding, biotinylated peptide; in the data active = inhibition mostly above about 37%, no sharp cut-off; inactive = mostly below about 20%;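 note: plate controls were negative control peptide for no effect and reference peptide for full effect; strong numbers were not always called active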
Y pestis TopoI = blocks Yersinia pestis topoisomerase I activity. activity, % at 10 µM. 0.064% of 360,000 active. Y. pestis Topo-I cleavage product accumulation, plate reader; in the data active = activity above about 50%, passing the limit was not always enough; note: inactives centre near 2
Rv3671c protease = inhibitors of M. tuberculosis serine protease Rv3671c. inhibition, % at 5.96 µM. 0.048% of 320,000 active. P9WHR9. AID 2606; in the data active = inhibition above about 38%;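 note: extracellular domain of Rv3671c used as enzyme; 0% = enzyme with DMSO and 100% = no enzyme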
Target sequence (P9WHR9 whole entry, looked up, the tested form may be a part): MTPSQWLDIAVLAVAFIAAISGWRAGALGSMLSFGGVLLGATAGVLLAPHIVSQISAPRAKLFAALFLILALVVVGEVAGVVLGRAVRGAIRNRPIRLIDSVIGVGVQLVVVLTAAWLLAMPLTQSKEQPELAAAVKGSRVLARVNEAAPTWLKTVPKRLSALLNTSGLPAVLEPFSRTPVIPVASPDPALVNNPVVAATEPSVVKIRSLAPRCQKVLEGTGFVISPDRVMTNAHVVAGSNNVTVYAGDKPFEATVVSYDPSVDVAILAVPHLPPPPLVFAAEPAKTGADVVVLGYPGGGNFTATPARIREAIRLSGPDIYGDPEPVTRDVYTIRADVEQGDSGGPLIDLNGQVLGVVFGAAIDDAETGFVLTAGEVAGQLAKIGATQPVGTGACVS
3CLpro inhibitor = SARS-CoV 3CLpro protease inhibition. 0.14% of 290,000 active. inhibition, % at 6 µM. P0C6X7. recombinant SARS-CoV 3CLpro, quenched FRET peptide cleavage; in the data active = inhibition above about 12%
Starred values were filed as active, the others as inactive; i = inactive; · = no result given. Some of the compounds tested; rates above refer to the full screens.

No.	mol	Vc quorum ag	MazF activator	TcdB GH inh	VHR inh abs	CCHFV vOTU inh
1	CC(C)(C)n1ncc2c(=O)n(CC(=O)Nc3ccc(Cl)cc3)cnc21	·	11	·	10	-5
2	O=C(O)c1ccn(Cn2cnc3ccccc32)n1	-0.7	9	·	7	11
3	Cc1ccc2nc(SCC(=O)Nc3cc(C(C)(C)C)nn3-c3ccccc3)[nH]c2c1	-2.9	-16	-0.3	12	6
4	CC(=Nc1cccc(C)c1)c1sc2ccccc2c1O	3.3	-43	·	3	2
5	COc1ccccc1NC(=S)NCC1CCC(CNC(=S)Nc2ccccc2OC)CC1 (stereo unspecified)	-0.5	16	-0.4	12	-14
6	CN1C[C@@H]2[C@@H]3C(=O)N(Cc4ccccc4)C(=O)[C@@H]3[C@](Cc3ccccc3)(C1=O)N2C(=O)c1ccc(Br)cc1	-0.6	-13	0.7	·	0
7	C=CCNC(=S)N/N=C(\C)c1cccc(NC(C)=O)c1	-0.7	12	2.9	-6	0
8	CC(=O)OC(C(=O)NC1CCCCC1)c1cccc(C)c1 (stereo unspecified)	-0.5	5	·	-22	-8
9	O=C(COc1ccc(F)cc1Cl)Nc1cccc(S(=O)(=O)N2CCCC2)c1	i	-1	1.5	·	6
10	COCCn1c(C)cc(C(=O)COC(=O)c2n[nH]c3ccccc23)c1C	-0.2	10	·	3	4
11	COC(=O)c1cc(NC(=O)c2ccccc2)c(=O)oc1/C=C/Nc1ccc(Oc2ccccc2)cc1	i	-206	2.5	19	8
12	COC(=O)/C=C1\SC(N2CCOCC2)=C(c2ccc(OC)cc2)C1=O	-0.3	-3	3.5	22	-11
13	CCc1ccc(OC2(C)CCN(Cc3ccc4c(c3)OCCO4)C2)cc1 (stereo unspecified)	-7.6	·	1.3	·	7
14	O=C(CCS(=O)(=O)c1ccc(Cl)cc1)OCC(=O)N1CCCCC1	i	-2	·	50	15
15	O=C(NCC(c1cccs1)N1CCOCC1)c1ccc(Cl)nc1 (stereo unspecified)	i	10	0.0	·	-2

No.	PrPC surface inh	PriA SSB inh	Y pestis TopoI	Rv3671c protease	3CLpro inhibitor
1	5	3	-1	-5	0
2	0	-4	-3	1	0
3	6	3	3	2	8
4	-2	-79	0	1	-4
5	-9	-11	20	1	-3
6	-6	12	28	·	·
7	4	·	3	-8	3
8	-1	-7	0	5	6
9	-2	-6	20	-18	·
10	-2	4	12	4	-2
11	5	4	-5	·	-5
12	7	-8	-9	3	-1
13	-2	·	20	·	·
14	4	-1	-2	-2	3
15	-2	2	4	-1	·

Later entries
No.	mol	Vc quorum ag	MazF activator	TcdB GH inh	VHR inh abs	CCHFV vOTU inh
16	COc1ccc(-n2nc(C(=O)NCC(=O)N3CCCC3)c3ccccc3c2=O)cc1Cl	i	-8	-6.2	12	3
17	CC1CN(C(=O)COC(=O)c2c(Cl)cccc2Cl)CC(C)O1 (stereo unspecified)	i	2	1.1	14	-4
18	O=C(/C=C/c1cc2ccccc2o1)c1ccccc1O	-0.8	3	1.1	17	-6
19	CC(C)CCNC(=O)Cn1c2c(c(-c3ccccc3Cl)cc1=O)CCC2	-0.6	-4	-0.4	-4	6
20	CCC1(C)Cc2c(sc3nc(SC)nc(N)c23)CO1 (stereo unspecified)	·	4	2.6	26	-5
21	COc1ccccc1NC(=O)CN1CCN(C(=O)C2CCCO2)CC1 (stereo unspecified)	22	5	1.8	-8	21
22	Cc1cccc(C(=O)NCCc2nnc(SCC(=O)Nc3nc(C)cs3)n2C)c1	i	2	·	41	-12
23	CC(=O)c1ccc(S(=O)(=O)NCCc2csc(-c3cccnc3)n2)cc1	0.3	-5	1.7	15	-11
24	CC(=O)c1cccc(NC(=S)NC(=O)CC(C)(C)C)c1	-0.2	-5	·	0	-3
25	Cc1cc(N=Cc2c(O)n(-c3cccc(Cl)c3)c(=O)c3ccccc23)no1	-0.2	-3	·	-12	-21
26	COc1ccc(NC(=O)CSc2ccccc2)c([N+](=O)[O-])c1	i	4	1.3	-3	-2
27	CC(C)Oc1ccc(C(=O)OC(C)C(=O)NC2CCCCC2C)cc1 (stereo unspecified)	0.7	-1	-0.6	-13	10
28	CC1CCCCC1NC(=O)COC(=O)c1c2c(nc3ccccc13)/C(=C/c1ccco1)CC2 (stereo unspecified)	-0.2	-18	-0.6	-1	2
29	COc1cc(/C=C2/SC(=S)N(Cc3ccccc3)C2=O)ccc1OCC(=O)O	1.0	-6	1.2	2	16
30	O=C1CC(c2ccco2)CC2=C1C=Nc1ccccc1N2 (stereo unspecified)	i	-1	·	-1	1

No.	PrPC surface inh	PriA SSB inh	Y pestis TopoI	Rv3671c protease	3CLpro inhibitor
16	0	-18	1	1	-3
17	2	-7	2	5	1
18	-1	0	-2	-13	5
19	3	4	38	-5	2
20	5	-10	-5	0	-1
21	5	-4	8	1	-1
22	-1	-24	3	-7	4
23	-2	-7	7	0	-1
24	-6	-9	-10	7	3
25	-2	-6	5	-15	2
26	-22	26	6	0	-2
27	5	-20	-2	-1	0
28	-2	23	-6	3	-2
29	-5	19	3	-24	-2
30	4	6	4	-1	3

Further structures follow.
No.	mol	Vc quorum ag	MazF activator	TcdB GH inh	VHR inh abs	CCHFV vOTU inh
31	Cc1cc(/C=C(\C#N)C(=O)NCc2cccs2)c(C)n1-c1ccc([N+](=O)[O-])cc1	-0.5	-10	-0.7	12	-15
32	COc1ccc(C2=NO[C@@H]3C(=O)N(c4cccc(C)c4C)C(=O)[C@H]23)cc1OC	i	11	·	-4	2
33	Cc1ccccc1C(=O)Nc1nc(=S)ss1	4.2	-2	·	14	9
34	CN(CCc1ccccn1)C(=O)CC1C(=O)NCCN1Cc1cccc(F)c1 (stereo unspecified)	0.6	-8	0.8	22	4
35	COc1cccc(NC(=O)C2CCN(S(=O)(=O)c3ccc4c(c3)NC(=O)C(C)S4)CC2)c1 (stereo unspecified)	-0.6	1	0.7	10	14
36	Nc1nc(N)c2cc(S(=O)(=O)c3ccc4ccccc4c3)ccc2n1	-0.6	53*	1.4	·	-7
37	CCOC(=O)CCCNC(=O)CCNC(=O)c1ccc(OCCC(C)C)cc1	-0.1	2	0.0	13	7
38	O=S(=O)(NC1CCCCC1Sc1ncccn1)c1ccc(Cl)cc1 (stereo unspecified)	-0.3	3	0.9	3	-7
39	Cc1ccccc1OCC(=O)OCC(=O)Nc1ccc2c(c1)OCO2	-1.4	2	-0.2	·	-5
40	CNc1cnc(-c2cccc(C(=O)N3CCOCC3)c2)cn1	1.1	·	-0.4	·	-70
41	Cc1sc2nnn(CC(=O)N3CCN(C(=O)c4ccco4)CC3)c(=O)c2c1C	-0.3	0	·	·	5
42	O=C(CN1CCOCC1)Nc1ccc2c(c1)CCC2	-0.6	-1	1.6	13	0
43	CCOC(=O)c1sc(NC(=O)CSc2nnnn2-c2ccc(C)cc2)c(C(=O)OCC)c1C	-0.2	-15	·	-15	-13
44	CCCCN(C(=O)NC(=O)Nc1ccc(C)cn1)S(C)(=O)=O	-0.3	-1	1.2	5	-30
45	CC(=O)Oc1ccccc1C1=NN(C(C)=O)C(c2ccccc2)C1 (stereo unspecified)	i	-5	-1.2	15	-9

No.	PrPC surface inh	PriA SSB inh	Y pestis TopoI	Rv3671c protease	3CLpro inhibitor
31	-2	-6	-3	-2	2
32	0	-11	-10	1	4
33	5	-13	-5	2	-2
34	6	-8	7	-4	0
35	8	-14	6	4	1
36	11	·	1	·	·
37	7	5	10	1	-7
38	-4	-8	-2	-6	1
39	-8	-6	2	4	·
40	8	·	-3	·	·
41	-39	2	5	-3	1
42	10	-10	0	6	0
43	-4	-25	1	0	-2
44	-5	-16	0	-7	3
45	11	-1	3	-4	-3

Looked up by structure from the entries so far, two records:
No.	mol	Vc quorum ag	MazF activator	TcdB GH inh	VHR inh abs	CCHFV vOTU inh
37	CCOC(=O)CCCNC(=O)CCNC(=O)c1ccc(OCCC(C)C)cc1	-0.1	2	0.0	13	7
36	Nc1nc(N)c2cc(S(=O)(=O)c3ccc4ccccc4c3)ccc2n1	-0.6	53*	1.4	·	-7

No.	PrPC surface inh	PriA SSB inh	Y pestis TopoI	Rv3671c protease	3CLpro inhibitor
37	7	5	10	1	-7
36	11	·	1	·	·

Next records follow.
No.	mol	Vc quorum ag	MazF activator	TcdB GH inh	VHR inh abs	CCHFV vOTU inh
46	Cn1c(C(=O)NCCN2CCN(c3ccccc3F)CC2)cc2c(=O)n(C)c3ccccc3c21	i	-6	0.8	9	0
47	Cc1ccc2nc(NC(=O)Cc3cccs3)sc2c1	-0.2	4	·	-9	-2
48	CCc1ccc(NC(=O)C2CCCN2c2nn3c(=O)cc(C)nc3s2)cc1 (stereo unspecified)	-0.2	-8	-0.4	25	1
49	CN(C)c1nc(N(C)C)nc(N(C#N)CN2C(=O)c3ccccc3S2(=O)=O)n1	-0.2	7	0.5	-4	0
50	O=C(COc1ccc2c(c1)oc(=O)c1ccccc12)NCCN1CCOCC1	-0.5	17	2.1	32	-67
51	CC1CCN(C(=O)CNC(=O)c2cccc(OC(F)F)c2)CC1	-0.6	1	0.5	3	-12
52	COc1ccc(C(=O)Nc2cc(OCc3ccccc3)c(Cl)cc2Cl)cc1	i	-3	·	29	2
53	C[C@]12CCC3C(CC[C@H]4C[C@@H](O)CC[C@]34C)C1C[C@@H](O)[C@@H]2O (stereo partly specified)	-0.4	4	-5.7	·	-6
54	CCc1nnc(NS(=O)(=O)c2ccc(N/C=C/C(=O)c3ccc(OC)cc3)cc2)s1	-0.3	0	0.8	25	29
55	CCOc1ccc(NC(=O)NNC(=O)c2ccc(Cl)cc2Cl)cc1	0.7	3	-1.9	22	-11
56	O=C(NCCc1ccc(F)cc1)C(=O)NCC1CCCN1S(=O)(=O)c1ccccc1 (stereo unspecified)	-0.4	1	3.5	·	3
57	CC(C)Cn1c(N)c(C(=O)COC(=O)c2ccc(Br)cc2)c(=O)n(C)c1=O	-3.4	-4	0.3	·	6
58	Cc1cc(OC(=O)c2cccs2)c2c3c(c(=O)oc2c1)CCCC3	-0.2	-9	-10	-8	7
59	COc1ccc(CC(=O)Nc2c3c(nn2-c2cccc(Cl)c2)CS(=O)C3)cc1 (stereo unspecified)	i	2	·	-5	7

No.	PrPC surface inh	PriA SSB inh	Y pestis TopoI	Rv3671c protease	3CLpro inhibitor
46	0	-4	15	2	-4
47	3	-16	-11	-10	1
48	-8	-7	1	-6	-1
49	-3	1	-2	-9	2
50	-2	-9	2	1	4
51	-7	-14	1	2	-1
52	1	-11	3	-1	-3
53	11	2	3	·	·
54	-3	-10	23	0	7
55	-7	-10	2	4	2
56	8	-2	17	0	·
57	2	-1	0	-28	·
58	9	-8	0	-2	0
59	0	2	0	-7	5

Gathered by group: those above containing a thiophene ring, fused or not (eight)
No.	mol	Vc quorum ag	MazF activator	TcdB GH inh	VHR inh abs	CCHFV vOTU inh
4	CC(=Nc1cccc(C)c1)c1sc2ccccc2c1O	3.3	-43	·	3	2
15	O=C(NCC(c1cccs1)N1CCOCC1)c1ccc(Cl)nc1 (stereo unspecified)	i	10	0.0	·	-2
20	CCC1(C)Cc2c(sc3nc(SC)nc(N)c23)CO1 (stereo unspecified)	·	4	2.6	26	-5
31	Cc1cc(/C=C(\C#N)C(=O)NCc2cccs2)c(C)n1-c1ccc([N+](=O)[O-])cc1	-0.5	-10	-0.7	12	-15
41	Cc1sc2nnn(CC(=O)N3CCN(C(=O)c4ccco4)CC3)c(=O)c2c1C	-0.3	0	·	·	5
43	CCOC(=O)c1sc(NC(=O)CSc2nnnn2-c2ccc(C)cc2)c(C(=O)OCC)c1C	-0.2	-15	·	-15	-13
47	Cc1ccc2nc(NC(=O)Cc3cccs3)sc2c1	-0.2	4	·	-9	-2
58	Cc1cc(OC(=O)c2cccs2)c2c3c(c(=O)oc2c1)CCCC3	-0.2	-9	-10	-8	7

No.	PrPC surface inh	PriA SSB inh	Y pestis TopoI	Rv3671c protease	3CLpro inhibitor
4	-2	-79	0	1	-4
15	-2	2	4	-1	·
20	5	-10	-5	0	-1
31	-2	-6	-3	-2	2
41	-39	2	5	-3	1
43	-4	-25	1	0	-2
47	3	-16	-11	-10	1
58	9	-8	0	-2	0

High-throughput results as filed in PubChem.
